# NTR1 ag – agonists of NTR1, primary screen, imaging, U2OS cells, beta-arrestin-GFP, high content (AID 493036) | 330,000 compounds, 0.17% hits | NTR1-U2OS beta-arrestin-GFP spot imaging, agonist mode | activation, % at 20 µM;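 active means activation at or above 40% of the spot to cytoplasm intensity ratio, with at least 20 cells analyzed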;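 further: 0% = DMSO without peptide and 100% = 100 nM NTR1 peptide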
# Target sequence (P30989 whole entry, looked up): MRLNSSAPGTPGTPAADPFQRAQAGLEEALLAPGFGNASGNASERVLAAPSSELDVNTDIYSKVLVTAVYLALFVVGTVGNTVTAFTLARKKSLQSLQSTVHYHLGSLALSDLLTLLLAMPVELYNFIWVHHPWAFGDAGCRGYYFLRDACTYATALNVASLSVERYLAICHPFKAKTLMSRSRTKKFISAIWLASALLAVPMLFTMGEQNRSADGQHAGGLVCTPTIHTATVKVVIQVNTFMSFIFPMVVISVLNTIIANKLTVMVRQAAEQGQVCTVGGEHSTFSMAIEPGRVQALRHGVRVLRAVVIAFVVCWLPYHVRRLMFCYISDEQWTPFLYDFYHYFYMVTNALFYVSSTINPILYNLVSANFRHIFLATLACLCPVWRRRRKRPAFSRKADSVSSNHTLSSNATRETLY
# HEK293 NOD2/NF-kB – inhibition of NOD2-driven NF-kB reporter – cell-based, luminescence, uHTS, HEK293 (AID 1566); one-dose inhibition, % at 4 µM; EC50 in µM for titrated hits; HEK293 NOD2/NF-kB luciferase reporter, luminescence; higher % means a stronger effect; 290,000 compounds, 0.63% hits; further: many of its hits are not listed in these tables
# Myeloid diff 2 – myeloid differentiation induction | calls only at 10 µM | 360,000 compounds, 1% hits | ER-HoxA9 myeloid progenitors, lysozyme-GFP differentiation, flow cytometry;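 active means normalized GFP-positive differentiation at or above the plate's own cutoff, the solvent-only control mean plus 3 SD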;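 further: cells exposed to compound for four days before flow analysis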
# T cell HTS – T cell immune modulation candidate; 2C CD8+ T cell-vesicle binding, flow cytometry; hits give low values; calls only at 7 µM; 330,000 compounds, 0.068% hits;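 active means response, share of CD8 T cells binding vesicles, and their 90th percentile fluorescence all below set limits, cut at about 80% in these data, passing the limit was not always enough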
#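 System: murine 2C transgenic CD8+ T lymphocytes; also added: QL9-loaded Drosophila micro-vesicles; times: binding 1.5 h at 37 °C; measured by: flow cytometry, PE anti-B7-1 (FL2) versus Alexa647 anti-CD8 (FL8), PFA-fixed; control set: Peptide-free naked vesicles (low) and QL9 vesicles with 0.7% DMSO vehicle (high)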
# GPR55 beta-arrestin – selective activators of receptor GPR55 – imaging, U2OS cells, beta-arrestin-GFP redistribution, primary screen (AID 1961) | one-dose activation, % at 10 µM; EC50 in µM for titrated hits | U2OS GPR55 beta-arrestin-GFP redistribution imaging; higher % means a stronger effect | 290,000 compounds, 0.048% hits;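 active means activation above 40% with more than 50 cells counted in the well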;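 further: U2OS osteosarcoma cells stably expressing GPR55 and beta-arrestin-GFP; plate controls were DMSO negative control for no effect and LPI positive control for full effect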
# GPR55 antagonists – GPR55 antagonists blocking LPI-driven arrestin recruitment, primary screen, imaging, U2OS, beta-arrestin-GFP, LPI agonist (AID 2013); inhibition, % at 10 µM; hits with a dose series show IC50 in µM; 290,000 compounds, 0.13% hits; U2OS GPR55 beta-arrestin-GFP translocation imaging, LPI antagonism; higher % means a stronger effect;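 active means spots per cell inhibited over 60%, with over 100 cells counted and total cytoplasm intensity under 500,000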;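 further: U2OS cells stably carrying GPR55 and arrestin-GFP stimulated by 5 µM LPI near EC80; imaged beta-arrestin-GFP aggregate spots per cell after agonist stimulation; plate controls were LPI-stimulated DMSO wells for no effect and DMSO wells without LPI for full effect; some results filed as inactive read as strong as hits; confirmed hits need IC50 under 10 µM and bright autofluorescent wells are also inconclusive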
# KOR beta-arrestin-1 – KOR agonists, beta-arrestin recruitment, primary screen, cell-based, luminescence, uHTS (AID 1777); KOR beta-arrestin recruitment, luminescence; higher % means a stronger effect; 280,000 compounds, 0.02% hits; one-dose activation, % at 10 µM; EC50 in µM for titrated hits; in the data active means activation above about 50%, passing the limit was not always enough; further: a part of the inactive calls stands beside numbers as strong as those of hits
# KOR beta-arrestin-2 – KOR antagonists, beta-arrestin recruitment, cell-based, luminescence, uHTS (AID 1778); KOR beta-arrestin recruitment, luminescence, antagonist mode; higher % means a stronger effect; inhibition, % at 10 µM; hits with a dose series show IC50 in µM; 290,000 compounds, 0.091% hits; further: strong numbers were not always called active
# NOD1 inhibition – inhibition of NOD1-driven NF-kB reporter – cell-based, luminescence, uHTS, primary screen (AID 1578). 290,000 compounds, 1% hits. inhibition, % at 4 µM; hits with a dose series show EC50 in µM. NOD1-driven NF-kB luciferase reporter cells, luminescence; higher % means a stronger effect; in the data active means inhibition mostly above about 36%, no sharp cut-off; inactive means mostly below about 34%;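 further: HEK-293T reporter cells stimulated with the NOD1 agonist gamma-tri-DAP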
# T cell HTS vesicle-bound % – recorded beside T cell HTS, whose call it bears; double positive events, %; measured here: CD8+ vesicle-bound cell fraction;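 binding gate set so that unloaded-vesicle control wells show 10% double positive cells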
# NTR1 ag cell count 20 µM – further read-out of NTR1 ag, marked with its call; cell count; measured here: cell count, cytotoxicity flag
# Myeloid diff 2 GFP+ MAC1+ % – recorded beside Myeloid diff 2, whose call it bears; GFP+ MAC1+ double positive, %; measured here: differentiation confirmed by MAC1 staining
# * hit, by the source's call; i = inactive; . = no result given; [ ] = remark or other dose. Unless noted, no stated cut-off is given here; in the data, active means inhibition above about 50%; inactive means the rest. Not all compounds are listed. The share of hits here may be higher or lower than overall.
SMILES,NTR1 ag,NTR1 ag cell count 20 µM,HEK293 NOD2/NF-kB,Myeloid diff 2,Myeloid diff 2 GFP+ MAC1+ %,T cell HTS,T cell HTS vesicle-bound %,GPR55 beta-arrestin,GPR55 antagonists,KOR beta-arrestin-1,KOR beta-arrestin-2,NOD1 inhibition
CN(C)c1nc(N)nc(CSc2nnnn2-c2ccc(C(=O)O)cc2)n1,2.2,68,-6%,i,7.2,i,37,-0.1%,6%,3.0%,9%,-28%
Cc1sc2nc(SCC(=O)NCc3ccco3)n(-c3ccccc3)c(=O)c2c1C,1.0,69,12%,i,10,i,30,-0.2%,2%,6.7%,19%,-42%
CCOC(=O)c1c(NC(=O)c2cc3n(n2)C(C(F)(F)F)CC(c2cccs2)N3)sc(C)c1C (configuration not stated),-0.8,68,17%,i,0.9,i,47,-0.1%,-9%,-1.5%,20%,-23%
O=c1c2ccccc2nc(-c2ccc(Cl)c(Cl)c2)n1O,-0.4,56,8%,i,0.7,i,27,-0.1%,5%,1.0%,-54%,8%
CC(=O)N1CCC(N(CCN2CCOCC2)C(=S)Nc2ccc(C)c(C)c2)CC1,2.5,51,13%,i,0.2,i,50,0.1%,12%,-3.9%,19%,-10%
COc1cccc(/C=C/C(=O)OCC(=O)NCCc2ccccc2)c1,-0.5,49,1%,i,1.0,i,61,0.0%,1%,-1.2%,16%,-29%
O=C1/C(=N\S(=O)(=O)c2cccs2)C([n+]2ccccc2)=C([O-])c2ccccc21,1.1,61,32%,i,0.3,i,16,0.2%,3%,8.5%,2%,-6%
COc1cc2c(cc1OC)C(C(=O)Nc1ccccn1)C(c1cccnc1)N(C)C2=O (configuration not stated),-1.5,85,-2%,i,1.1,i,7,-0.1%,21%,22%,9%,-13%
COC(=O)c1ccc(Oc2nc(C)cc(Oc3ccccc3)n2)cc1,0.8,35,17%,i,0.8,i,26,0.2%,-7%,-2.9%,30%,-22%
COC(=O)C1CC(c2c(OC)cc(OC)cc2OC)=NO1 (configuration not stated),-1.0,93,5%,i,1.0,i,19,0.3%,5%,-2.4%,17%,-28%
CCOCc1nnc(NC(=O)CCC2CCCCC2)s1,0.3,43,10%,i,0.5,i,37,-0.3%,-8%,.,-32%[20 µM],-28%
CCC(C)C(NC(=O)C1CCC(C)CC1)C(=O)NCc1ccco1 (configuration not stated),26,55,-4%,i,0.6,i,42,-0.1%,2%,2.8%,-13%,-13%
CCOc1ccccc1NS(=O)(=O)c1ccc2c(c1)n(C)c(=O)c(=O)n2C,0.8,61,-1%,i,0.9,i,6,-0.2%,3%,0.5%,-35%,53%
COc1ccc(NC(=O)c2csc3c2CCCCC3)c(OC)c1,0.0,87,10%,i,0.1,i,42,-0.2%,14%,-4.4%,14%,-21%
O=C(Nc1cccc2cccnc12)c1cccc(N2C(=O)CCC2=O)c1,0.2,49,8%,i,0.7,i,52,0.1%,6%,-4.9%,-16%,-6%
CCc1ccc2[nH]c(=O)c(CN(Cc3nnnn3C3CCCC3)C3CCCCC3)cc2c1,4.2,51,8%,i,1.7,i,22,0.1%,23%,16%,-29%,-13%
COc1ccc(-c2c(C)nc3c(-c4ccsc4)cnn3c2N)cc1,1.3,82,-154%,.,.,i,22,0.5%,21%,-3.2%,-5%,-3%
CCOC(=O)c1cc2c(ccn2-c2ccc(F)cc2)n1CC(=O)N1CCN(C(=O)c2ccco2)CC1,4.1,82,6%,i,0.5,i,42,0.2%,9%,9.5%,-11%,-21%
COC(=O)C1=C(C)NC(=O)/C1=C\c1cc(C)n(-c2ccc(F)cc2)c1C,-0.1,81,-2%,i,0.5,i,58,-0.1%,-4%,8.6%,-12%[20 µM],-25%
O=C(O)c1ccc(N/N=C/c2cccc(F)c2)cc1,3.8,73,-137%,i,0.4,i,44,-0.2%,7%,4.4%,-45%,-23%
COc1ccc(NS(=O)(=O)c2ccc(S(=O)(=O)N(C)C)cc2)cc1S(N)(=O)=O,0.9,56,2%,i,0.1,i,63,0.3%,10%,1.9%,-7%,-19%
CC(=O)Nc1c2c(nn1-c1ccccc1C)CSC2,-2.4,60,-8%,i,0.8,i,43,0.1%,-12%,-1.9%,-20%,-20%
Cc1ccc(-n2ncc(N(C)C)c(Cl)c2=O)cc1,2.6,62,-76%,i,0.7,i,57,-0.2%,26%,0.2%,1%,6%
CC(=O)Nc1ccc(N(C(=O)c2ccco2)C(C(=O)NC2CCCCC2)c2ccccc2)cc1 (configuration not stated),0.5,34,37%,i,0.6,i,39,0.0%,-10%,-1.9%,9%,16%
COc1ccccc1NS(=O)(=O)c1cc(NC(=O)CNC(=O)c2ccccc2)ccc1C,7.7,60,10%,i,1.5,i,42,-0.3%,1%,16%,-25%,2%
COc1cc(CN(C(=O)c2cccs2)C2CCS(=O)(=O)C2)cc(OC)c1OC (configuration not stated),0.1,54,15%,i,0.6,i,11,0.2%,2%,-4.1%,-6%,0%
O=C(CCc1ccc(S(=O)(=O)N2CCOCC2)cc1)NCCc1ccccn1,0.2,71,-2%,i,1.5,i,57,-0.1%,8%,0.9%,42%,-18%
CC(C)(C)C(=O)Nc1ccnc(-c2cccnc2)n1,.,.,13%,.,.,.,.,0.0%,17%,1.9%,-16%,11%
CCCCC(C)n1[nH]c(=O)cc1N (configuration not stated),-1.2,66,7%,i,0.9,i,25,0.2%,-1%,1.8%,-12%,5%
S=c1[nH]nc(-c2ccc3ccccc3n2)n1Cc1ccccc1,15,64,20%,i,0.4,i,33,0.2%,-7%,-1.6%,-63%,36%
COc1ccc(C(C)=O)cc1CSc1nc2cc(Cl)ccc2o1,1.7,50,30%,i,0.6,i,15,0.2%,2%,0.0%,28%,25%
CCNc1nc2c(c(=O)[nH]c(=O)n2C)n1CCCc1ccccc1,0.0,73,10%,i,0.9,i,52,-0.2%,-8%,-2.4%,-38%[20 µM],-15%
Cc1cc(C)c(NC2=NCC(=O)N2C2CCCCC2)c(C)c1,0.4,92,-4%,i,0.3,i,48,0.2%,6%,-1.1%,-52%,1%
Cc1nc(-c2cccc(N)c2)cs1,1.9,57,6%,i,1.4,i,41,0.2%,3%,-2.1%,11%,-13%
COc1ccccc1NC(=O)CN(Cc1ccco1)C(=O)c1ccc(=O)[nH]c1,-0.4,64,6%,i,0.4,i,55,-0.3%,0%,5.3%,8%,-15%
COC(=O)c1c(C(=O)OC)c(-c2ccc(F)cc2)n2c1CS(=O)(=O)C2,-0.1,101,-2%,i,0.2,i,53,0.0%,0%,0.7%,-38%,-10%
O=C(Nc1ccc2nc3ccccc3nc2c1)c1ccc(Br)cc1,3.1,48,-36%,i,0.8,i,42,0.3%,5%,1.3%,14%,-27%
NS(=O)(=O)c1ccc(NC(=O)N2c3ccccc3Sc3ccccc32)cc1,-0.1,61,10%,i,0.8,i,64,0.0%,3%,1.8%,-13%,-2%
O=c1[nH]c(COc2ccc(Br)cc2Cl)nc2ccccc12,2.5,71,-45%,i,2.9,i,63,-0.1%,11%,-5.3%,-2%,-98%
CSc1ccccc1OCc1cc(C(=O)NCc2cnc(C)cn2)no1,0.6,54,-6%,i,0.6,i,20,-0.1%,2%,3.4%,-35%,-17%

# In a second layout: entries from further up
Compound	NTR1 ag	NTR1 ag cell count 20 µM	HEK293 NOD2/NF-kB	Myeloid diff 2	Myeloid diff 2 GFP+ MAC1+ %	T cell HTS	T cell HTS vesicle-bound %	GPR55 beta-arrestin	GPR55 antagonists	KOR beta-arrestin-1	KOR beta-arrestin-2	NOD1 inhibition
COc1ccccc1NS(=O)(=O)c1cc(NC(=O)CNC(=O)c2ccccc2)ccc1C	7.7	60	10%	i	1.5	i	42	-0.3%	1%	16%	-25%	2%
COc1cc(CN(C(=O)c2cccs2)C2CCS(=O)(=O)C2)cc(OC)c1OC (configuration not stated)	0.1	54	15%	i	0.6	i	11	0.2%	2%	-4.1%	-6%	0%
O=C(CCc1ccc(S(=O)(=O)N2CCOCC2)cc1)NCCc1ccccn1	0.2	71	-2%	i	1.5	i	57	-0.1%	8%	0.9%	42%	-18%
CC(C)(C)C(=O)Nc1ccnc(-c2cccnc2)n1	.	.	13%	.	.	.	.	0.0%	17%	1.9%	-16%	11%
CCCCC(C)n1[nH]c(=O)cc1N (configuration not stated)	-1.2	66	7%	i	0.9	i	25	0.2%	-1%	1.8%	-12%	5%

# An excerpt from above, limited to KOR beta-arrestin-1, GPR55 beta-arrestin and GPR55 antagonists.
structure | KOR beta-arrestin-1 | GPR55 beta-arrestin | GPR55 antagonists
COC(=O)c1ccc(Oc2nc(C)cc(Oc3ccccc3)n2)cc1 | -2.9% | 0.2% | -7%
CC(C)(C)C(=O)Nc1ccnc(-c2cccnc2)n1 | 1.9% | 0.0% | 17%

# New compounds follow:
SMILES,NTR1 ag,NTR1 ag cell count 20 µM,HEK293 NOD2/NF-kB,Myeloid diff 2,Myeloid diff 2 GFP+ MAC1+ %,T cell HTS,T cell HTS vesicle-bound %,GPR55 beta-arrestin,GPR55 antagonists,KOR beta-arrestin-1,KOR beta-arrestin-2,NOD1 inhibition
CN(C)c1ccc(NC(=O)CC2NCCNC2=O)cc1 (configuration not stated),0.8,50,15%,i,2.1,i,10,-0.1%,13%,6.4%,-25%,3%
CCN(CC)CCN(Cc1cc2cccc(C)c2[nH]c1=O)C(=S)Nc1ccccc1,4.4,74,5%,i,0.2,i,46,0.5%,-5%,-2.7%,3%,-3%
COC(=O)NNC(=O)C1CCC(C)CC1 (configuration not stated),1.1,48,11%,i,0.0,i,13,2.3%,23%,-0.6%,22%,-16%
Cc1cc(C)c2nc(N3CCC(C(=O)NCCN4CCOCC4)CC3)sc2c1,-0.1,55,10%,i,5.8,i,22,-0.1%,-7%,-0.3%,-25%,-2%
CN(c1ccc(C(=O)N/N=C/c2cccc([N+](=O)[O-])c2)cc1)S(=O)(=O)c1ccccc1,2.3,44,36%,i,10,i,14,0.4%,7%,-1.5%,12%,-7%
c1ccc(-n2cnc3cc(NCc4ccco4)ccc32)cc1,0.9,60,-115%,.,.,i,62,0.3%,-6%,-4.3%,-50%,-25%
C=CCN(c1ccccc1OC)S(=O)(=O)c1cccc(C(=O)OCC(=O)c2c[nH]c3ccccc23)c1,2.1,38,6%,i,0.9,i,8,0.2%,3%,4.9%,-31%,10%
CC(=O)Nc1ccccc1OCC(=O)NCCC1=CCCCC1,-0.8,41,8%,i,0.3,i,24,-0.4%,1%,-5.2%,-10%,-12%
CCOC(=O)C1=C(C)NC2=C(C(=O)CC(C)(C)C2)C1c1ccc2c(c1)CCCN2C (configuration not stated),0.0,32,16%,i,0.9,i,57,-0.1%,2%,-6.5%,18%,-5%

# Source: PubChem
